JMJD2C inh: inhibitors of human GASC-1 (JMJD2C) demethylase; Q9H3R0; inhibition, % at 2.35 µM; AID 2099; hit rate 0.069% among 330,000; GST-JMJD2C(1-420) H3K9me3 demethylation, DELFIA europium;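 active = more than half of a compound's replicate wells show inhibition beyond 50%, single wells judged on their own value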;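 also: signal counts dimethyl H3K9 product captured on neutravidin plate; 0% = median of DMSO wells and 100% = 0.3 times that DMSO median; strong numbers were not always called active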
Target sequence (Q9H3R0 1-420 limits assumed): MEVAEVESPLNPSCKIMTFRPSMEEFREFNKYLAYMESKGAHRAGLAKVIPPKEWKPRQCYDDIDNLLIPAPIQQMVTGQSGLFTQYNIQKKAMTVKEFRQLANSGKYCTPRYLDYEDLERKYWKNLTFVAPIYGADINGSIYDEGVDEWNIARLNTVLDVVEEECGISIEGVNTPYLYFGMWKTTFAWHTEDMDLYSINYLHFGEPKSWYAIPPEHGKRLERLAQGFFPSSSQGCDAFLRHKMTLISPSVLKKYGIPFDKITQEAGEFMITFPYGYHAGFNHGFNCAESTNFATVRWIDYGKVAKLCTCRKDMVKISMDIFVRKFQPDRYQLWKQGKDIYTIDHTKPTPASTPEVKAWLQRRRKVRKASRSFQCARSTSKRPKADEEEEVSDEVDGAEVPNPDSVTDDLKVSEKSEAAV
procasp3 activ: activates human procaspase-3; recombinant procaspase-3 D3A, Ac-DEVD-pNA absorbance 405 nm; activation, % at 8.5 µM; hit rate 0.11% among 330,000; AID 463141;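 active = activation above the mean of all tested compounds plus 3 SD, cut at about 21% in these data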;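 also: 0% = DMSO alone and 100% = DMSO wells spiked with extra 5 µM PC-3 D3A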
Target sequence (P42574 whole entry D9A/D28A/D175A): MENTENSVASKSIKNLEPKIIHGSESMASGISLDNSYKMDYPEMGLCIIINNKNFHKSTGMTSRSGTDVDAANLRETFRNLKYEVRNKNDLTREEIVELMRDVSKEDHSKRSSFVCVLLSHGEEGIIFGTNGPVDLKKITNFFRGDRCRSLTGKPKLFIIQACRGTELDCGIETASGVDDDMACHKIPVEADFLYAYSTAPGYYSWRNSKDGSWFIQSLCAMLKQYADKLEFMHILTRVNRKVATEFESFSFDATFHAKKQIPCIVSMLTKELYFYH
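Evaluation: percent activation relative to control range; Material: Procaspase-3 D3A mutant, all three cleavage aspartates alanine; Compound: single dose, 8.5 µM nominal compound, 0.8% DMSO; Replication: one well per compound; Signal: absorbance at 405 nm, 0 and 120 min; Schedule: 1 h preincubation plus 2 h reaction at 25 °C.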
proCasp7 act: activates human procaspase-7, counter-screen for procaspase-3 activators | P55210 | recombinant procaspase-7, Ac-DEVD-pNA absorbance 405 nm; D23A/D198A/D206A triple mutant, cannot self-cleave; scale: DMSO 0, 5 µM enzyme 100 | activation, % at 8.5 µM | hit rate 0.093% among 330,000 | AID 463210;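 active = percent activation above the screen-wide mean plus 3 SD, cut at about 25% in these data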
Target sequence (P55210 whole entry D23A/D198A/D206A): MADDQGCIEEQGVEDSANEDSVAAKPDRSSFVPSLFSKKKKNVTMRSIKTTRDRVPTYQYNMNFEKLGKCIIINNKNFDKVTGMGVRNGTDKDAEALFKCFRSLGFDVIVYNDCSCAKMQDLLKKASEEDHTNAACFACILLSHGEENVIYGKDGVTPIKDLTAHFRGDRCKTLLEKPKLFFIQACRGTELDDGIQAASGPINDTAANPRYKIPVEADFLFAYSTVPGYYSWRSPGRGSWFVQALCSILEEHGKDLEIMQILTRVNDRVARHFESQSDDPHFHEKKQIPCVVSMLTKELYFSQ
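Material: Procaspase-7 triple mutant (PC-7 D3A) | Quantity: 2 µM procaspase-7 mutant as dispensed | Reagent: DEVD-pNA substrate | Times: 1 h preincubation, 2 h reaction | Technique: 405 nm absorbance of p-nitroaniline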
LAP4 TOR yeast: alters LAP4-GFP fluorescence in TOR pathway yeast screen | S. cerevisiae LAP4-GFP multiplex, flow cytometry GFP, 3 h; median GFP as percent of DMSO wells | GFP response vs DMSO, % at 10 µM | hit rate 0.34% among 320,000 | AID 2023;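 active = GFP response vs DMSO above a set limit, about the screen mean plus 3 SD, cut at about 150% in these data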
RPL19A TOR yeast: modulators of TOR pathway RPL19A-GFP in S. cerevisiae. S. cerevisiae RPL19A-GFP strain, flow cytometry, 3 h; hits give low values. percent response vs DMSO, % at 10 µM. hit rate 0.3% among 330,000. AID 2025;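 active = percent response vs DMSO below 50%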;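 also: median channel GFP fluorescence of the barcoded RPL19A-GFP strain; ratio of sample median GFP to plate DMSO average so 100% = DMSO; lower means less RPL19A-GFP as with rapamycin TOR inhibition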
CR mimetic SO: yeast age-related superoxide inhibition as caloric restriction mimetic; hit rate 0.18% among 330,000; superoxide response (% of plate mean), % at 10 µM; S. cerevisiae aged cells, superoxide DHE fluorescence; hits give low values;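 active = superoxide response under a set limit, about three screen SD below normal, cut at about 65% in these data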;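 also: yeast aged for seven days with compound at 30 °C before DHE staining; 100% = average MFI of all compound-treated wells on the plate with controls excluded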
MEP2 TOR yeast: alters MEP2-GFP fluorescence in TOR pathway yeast screen; S. cerevisiae MEP2-GFP strain, flow cytometry GFP, 3 h; 100% = DMSO control level; GFP response vs DMSO, % at 10 µM; hit rate 0.51% among 330,000; AID 2016;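 active = GFP response versus DMSO above a set limit, roughly screen mean plus 3 SD, cut at about 180% in these data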;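 also: median GFP fluorescence of the barcode-gated MEP2-GFP cells per well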
AHR activator: activators of human aryl hydrocarbon receptor; AHR-responsive luciferase reporter cells, luminescence; hit rate 2.5% among 320,000; P35869; activation, % at 5 µM; in the data active = activation above about 47%;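 also: 0% = vehicle wells and 100% = reference agonist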
* hit, by the source's call; & = joins results of further samples.

What do the screens show for `Cn1c(=O)oc2cc(S(=O)(=O)NCCC(=O)NCc3ccccc3Cl)ccc21`?
JMJD2C inh: 9; procasp3 activ: -2; proCasp7 act: -5; LAP4 TOR yeast: 104; RPL19A TOR yeast: 106; CR mimetic SO: 67; MEP2 TOR yeast: 110; AHR activator: 3

How did Cc1noc2ncnc(Oc3ccc(C(C)(C)C)cc3)c12 do in these assays?
JMJD2C inh: -7; procasp3 activ: -6; proCasp7 act: 8; LAP4 TOR yeast: 119; RPL19A TOR yeast: 94; CR mimetic SO: 93; MEP2 TOR yeast: 91; AHR activator: 11

How did CS(=O)(=O)N(Cc1ccco1)CC(O)Cn1cc(C=O)c2ccccc21 (centres undefined) do in these assays?
JMJD2C inh: -4; procasp3 activ: -6; proCasp7 act: -1; LAP4 TOR yeast: 106; RPL19A TOR yeast: 102; CR mimetic SO: 117; MEP2 TOR yeast: 104; AHR activator: 4

What do the screens show for `Cc1ccsc1CN(C(=O)c1ccccc1)C1CCS(=O)(=O)C1` (centres undefined)?
JMJD2C inh: 3; procasp3 activ: 11; proCasp7 act: 7; LAP4 TOR yeast: 90; RPL19A TOR yeast: 102; CR mimetic SO: 108; MEP2 TOR yeast: 95; AHR activator: 11

What do the screens show for `O=C(Cc1ccc(Cl)cc1)c1ccc(O)cc1`?
JMJD2C inh: -3; procasp3 activ: 2; proCasp7 act: 6; LAP4 TOR yeast: 122; RPL19A TOR yeast: 99; CR mimetic SO: 93; MEP2 TOR yeast: 102; AHR activator: 1

Results for CN(C)CCC1CCN(c2cc(C#N)c(C#N)cc2[N+](=O)[O-])CC1 ?
JMJD2C inh: -26; procasp3 activ: 4; proCasp7 act: 11; LAP4 TOR yeast: 116; RPL19A TOR yeast: 102; CR mimetic SO: 103; MEP2 TOR yeast: 112; AHR activator: -1

Results for C/C(=N/NC(=O)c1cnccn1)c1ccncc1 ?
JMJD2C inh: 1; procasp3 activ: -2; proCasp7 act: -3; LAP4 TOR yeast: 101; RPL19A TOR yeast: 106; CR mimetic SO: 109; MEP2 TOR yeast: 101; AHR activator: 12

Results for COc1cc(NC(C(=O)Nc2cccc(C(C)=O)c2)c2ccccc2)cc(OC)c1OC (centres undefined) ?
JMJD2C inh: 3; procasp3 activ: 10; proCasp7 act: 7; LAP4 TOR yeast: 98; RPL19A TOR yeast: 108; CR mimetic SO: 91; MEP2 TOR yeast: 114; AHR activator: 37

Results for O=C(C1CCCCC1)N1CCCC(c2nc3c(nnn3Cc3ccccc3)c(=O)[nH]2)C1 (centres undefined) ?
JMJD2C inh: -1; procasp3 activ: -1; proCasp7 act: -1; LAP4 TOR yeast: 103; RPL19A TOR yeast: 97; CR mimetic SO: 124; MEP2 TOR yeast: 103; AHR activator: -4

Results for CSc1cccc(NC(=O)COc2ccccc2)c1 ?
procasp3 activ: 3; proCasp7 act: 6; LAP4 TOR yeast: 107; RPL19A TOR yeast: 99; CR mimetic SO: 90; MEP2 TOR yeast: 103; AHR activator: -1

2 records drawn at random from those above, as already listed:
What do the screens show for `Cn1c(=O)oc2cc(S(=O)(=O)NCCC(=O)NCc3ccccc3Cl)ccc21`?
JMJD2C inh: 9; procasp3 activ: -2; proCasp7 act: -5; LAP4 TOR yeast: 104; RPL19A TOR yeast: 106; CR mimetic SO: 67; MEP2 TOR yeast: 110; AHR activator: 3

How did Cc1noc2ncnc(Oc3ccc(C(C)(C)C)cc3)c12 do in these assays?
JMJD2C inh: -7; procasp3 activ: -6; proCasp7 act: 8; LAP4 TOR yeast: 119; RPL19A TOR yeast: 94; CR mimetic SO: 93; MEP2 TOR yeast: 91; AHR activator: 11

Continued:
Results for Cc1ccc2cc3cc(C(=O)N4CCCCC4C)oc3nc2c1 (centres undefined) ?
JMJD2C inh: -11; procasp3 activ: -2; proCasp7 act: 10; LAP4 TOR yeast: 95; RPL19A TOR yeast: 97; CR mimetic SO: 105; MEP2 TOR yeast: 87; AHR activator: -4

What do the screens show for `COc1ccc(-c2c(-c3cc(OC)cc(OC)c3)n(C)c3ccc(Br)cc23)cc1`?
JMJD2C inh: 2; procasp3 activ: 4; proCasp7 act: -5; LAP4 TOR yeast: 106; RPL19A TOR yeast: 97; CR mimetic SO: 98; MEP2 TOR yeast: 94; AHR activator: 7

How did COc1cc(-c2cc(C(=O)O)c3cc4c(cc3n2)OCCO4)cc(OC)c1OC do in these assays?
JMJD2C inh: -2; procasp3 activ: -1; proCasp7 act: 1; LAP4 TOR yeast: 94; RPL19A TOR yeast: 101; CR mimetic SO: 97; MEP2 TOR yeast: 106; AHR activator: -1

How did c1ccc(-c2nnc(CSc3nncs3)o2)cc1 do in these assays?
JMJD2C inh: 3; procasp3 activ: -5; proCasp7 act: 2; LAP4 TOR yeast: 122; RPL19A TOR yeast: 101; CR mimetic SO: 102; MEP2 TOR yeast: 117; AHR activator: 7

How did OCCC1CN(CCCn2cccn2)CCN1Cc1ccccc1 (centres undefined) do in these assays?
JMJD2C inh: inactive; procasp3 activ: 0; proCasp7 act: 2; LAP4 TOR yeast: 98; RPL19A TOR yeast: 99; CR mimetic SO: 106; MEP2 TOR yeast: 99; AHR activator: 2

How did Cc1ccc(NC(=S)NC(NC(=O)N(C)C)C(Cl)(Cl)Cl)cc1 (centres undefined) do in these assays?
JMJD2C inh: -4; procasp3 activ: 14; proCasp7 act: -2; LAP4 TOR yeast: 95; RPL19A TOR yeast: 91; CR mimetic SO: 101; MEP2 TOR yeast: 111; AHR activator: 3

Results for C=C(C)[C@@H]1CC[C@]2(C(=O)O)CC[C@]3(C)[C@H](CC[C@@H]4[C@@]5(C)CC[C@H](O)C(C)(C)[C@@H]5CC[C@]43C)[C@@H]12 ?
JMJD2C inh: -11; procasp3 activ: -1; proCasp7 act: -1; LAP4 TOR yeast: 126; RPL19A TOR yeast: 101; CR mimetic SO: 95; MEP2 TOR yeast: 100; AHR activator: -1

Results for CCCSc1ccc2nc(NC(=O)OC)[nH]c2c1 ?
JMJD2C inh: -15; procasp3 activ: -3; proCasp7 act: 11; LAP4 TOR yeast: 97; RPL19A TOR yeast: 99; CR mimetic SO: 93; MEP2 TOR yeast: 99; AHR activator: 54*

Results for COc1ccccc1NC(=O)Cc1noc(CN(C)Cc2cccs2)n1 ?
JMJD2C inh: -2; procasp3 activ: -3; proCasp7 act: -2; LAP4 TOR yeast: 108; RPL19A TOR yeast: 102; CR mimetic SO: 106; MEP2 TOR yeast: 112; AHR activator: 14

What do the screens show for `O=C(COC(=O)c1ccc(F)c(S(=O)(=O)N2CCOCC2)c1)NCCc1ccc(F)cc1`?
JMJD2C inh: 1; procasp3 activ: 6; proCasp7 act: -9; LAP4 TOR yeast: 95; RPL19A TOR yeast: 97; CR mimetic SO: 97; MEP2 TOR yeast: 98; AHR activator: 1

How did Cc1ccc(-c2nnc(-c3ccccc3)c(N3CCOCC3)n2)cc1 do in these assays?
JMJD2C inh: -19; procasp3 activ: -1; proCasp7 act: -4; LAP4 TOR yeast: 95; RPL19A TOR yeast: 101; CR mimetic SO: 104; MEP2 TOR yeast: 89; AHR activator: 3

How did COc1ccccc1CN(C)C(=O)c1ccc(S(=O)(=O)NCc2ccco2)cc1 do in these assays?
JMJD2C inh: 16; procasp3 activ: 7; proCasp7 act: 0; LAP4 TOR yeast: 97; RPL19A TOR yeast: 103; CR mimetic SO: 104; MEP2 TOR yeast: 100; AHR activator: 1

How did Cc1ccc(S(=O)(=O)O/N=C2\CCCc3ccccc32)cc1 do in these assays?
JMJD2C inh: -2; procasp3 activ: -2; proCasp7 act: 9; LAP4 TOR yeast: 102; RPL19A TOR yeast: 101; CR mimetic SO: 104; MEP2 TOR yeast: 102; AHR activator: 13

Results for CCC(=O)N/N=C/c1ccc(-c2ccc([N+](=O)[O-])cc2)o1 ?
JMJD2C inh: 2; procasp3 activ: -6; proCasp7 act: -10; LAP4 TOR yeast: 100; RPL19A TOR yeast: 95; CR mimetic SO: 95; MEP2 TOR yeast: 95; AHR activator: 20

How did Cc1ccc(C(=O)N/C(=C\c2ccco2)C(=O)NCC2CCCO2)cc1C (centres undefined) do in these assays?
JMJD2C inh: 5; procasp3 activ: -6; proCasp7 act: -2; LAP4 TOR yeast: 111; RPL19A TOR yeast: 92; CR mimetic SO: 109; MEP2 TOR yeast: 130; AHR activator: 2

What do the screens show for `CCNC(=O)COC(=O)c1cc(S(=O)(=O)N2CCCc3ccccc32)ccc1Cl`?
JMJD2C inh: 6; procasp3 activ: 2; proCasp7 act: 9; LAP4 TOR yeast: 91; RPL19A TOR yeast: 103; CR mimetic SO: 95; MEP2 TOR yeast: 106; AHR activator: 1

How did O=C(NCCCn1ccnc1)C(=O)Nc1ccccc1 do in these assays?
JMJD2C inh: -4; procasp3 activ: 8; proCasp7 act: 12; LAP4 TOR yeast: 99; RPL19A TOR yeast: 97; CR mimetic SO: 97; MEP2 TOR yeast: 95; AHR activator: 10

Results for CC(Nc1nc(-c2ccc(F)cc2)cs1)c1nc2cc(Cl)c(N3CCCCC3)cc2n1CCOCCO (centres undefined) ?
JMJD2C inh: -7; procasp3 activ: 11; proCasp7 act: -11; LAP4 TOR yeast: 103; RPL19A TOR yeast: 92; CR mimetic SO: 94; MEP2 TOR yeast: 100; AHR activator: 25

How did COc1ccccc1NC(=S)NC(C)=O do in these assays?
JMJD2C inh: 3; procasp3 activ: 0; proCasp7 act: -3; LAP4 TOR yeast: 106; RPL19A TOR yeast: 97; CR mimetic SO: 92; MEP2 TOR yeast: 96; AHR activator: 4

How did CC(=O)NS(=O)(=O)c1ccc(N)cc1 do in these assays?
JMJD2C inh: 2; procasp3 activ: 3&-6; proCasp7 act: -5&15; LAP4 TOR yeast: 102&129; RPL19A TOR yeast: 100&97; CR mimetic SO: 91&85; MEP2 TOR yeast: 97&97; AHR activator: -1&1

Results for CNc1c(NC(=O)C2CCC(C)CC2)c(=O)oc2ccccc12 (centres undefined) ?
JMJD2C inh: -12; procasp3 activ: 0; proCasp7 act: -6; LAP4 TOR yeast: 95; RPL19A TOR yeast: 109; CR mimetic SO: 141; MEP2 TOR yeast: 107; AHR activator: 0

Results for CCCOc1ccc(CSC(=N)N)cc1C(=O)OC ?
JMJD2C inh: -32; procasp3 activ: -13; proCasp7 act: 11; RPL19A TOR yeast: 103; CR mimetic SO: 94; MEP2 TOR yeast: 113; AHR activator: 3

Results for CCCNC(=S)NC1CC2CCCC(C1)N2Cc1ccc(F)cc1 (centres undefined) ?
JMJD2C inh: -12; procasp3 activ: -1; proCasp7 act: -2; LAP4 TOR yeast: 98; RPL19A TOR yeast: 97; CR mimetic SO: 102; MEP2 TOR yeast: 99; AHR activator: 0

Results for CCOC(=O)N1CCN(C(=O)CSCc2nc(-c3ccccc3C)oc2C)CC1 ?
JMJD2C inh: -3; procasp3 activ: -2; proCasp7 act: -4; LAP4 TOR yeast: 106; RPL19A TOR yeast: 98; CR mimetic SO: 86; MEP2 TOR yeast: 102; AHR activator: 1

What do the screens show for `COCCNC(=O)Nc1ccc2nc(-c3cccs3)c(-c3cccs3)nc2c1`?
JMJD2C inh: 8; procasp3 activ: -10; proCasp7 act: 5; LAP4 TOR yeast: 103; RPL19A TOR yeast: 101; CR mimetic SO: 102; MEP2 TOR yeast: 99; AHR activator: -3
